# Screening data as filed in PubChem.
# EBNA-1 inhibitor: EBNA-1 DNA-binding inhibitors, primary screen, biochemical, fluorescence polarization. inhibition, % at 14.8 µM. 300,000 tested, 0.34% active. AID 1950, 2009; in the data active means inhibition above about 28%
# LYPLA1 inh: LYPLA1 inhibitors, primary screen, counter-screen for PME1 inhibitor project, biochemical, fluorescence polarization, FP-Rh probe ABPP; AID 2174, 2009; 320,000 tested, 0.16% active; inhibition, % at 5.9 µM; recombinant LYPLA1; Acyl-protein thioesterase 1 (Homo sapiens), O75608;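 active means inhibition above the mean of all tested compounds plus 3 SD, set per campaign, cut at about 14% in these data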;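 further: inhibitors block serine hydrolase probe labeling of LYPLA1 so polarization falls; 0% = enzyme with DMSO and 100% = wells lacking LYPLA1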
# Target sequence (O75608 whole entry, looked up): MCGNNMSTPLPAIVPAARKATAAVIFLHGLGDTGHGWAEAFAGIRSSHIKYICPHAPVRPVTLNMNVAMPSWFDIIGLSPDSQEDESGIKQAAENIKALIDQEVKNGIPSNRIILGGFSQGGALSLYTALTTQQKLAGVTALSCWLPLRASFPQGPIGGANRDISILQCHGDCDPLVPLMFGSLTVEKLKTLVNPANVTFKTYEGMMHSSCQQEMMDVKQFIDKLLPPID
# PAFAH2 FP inh: PAFAH2 enzyme inhibitors, primary screen, biochemical, fluorescence polarization, human. Platelet-activating factor acetylhydrolase 2, cytoplasmic (Homo sapiens), Q99487. recombinant PAFAH2, FP-rhodamine activity probe. inhibition, % at 3.39 µM. 340,000 tested, 0.99% active. AID 492956, 2010;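 active means inhibition above the mean over all tested compounds plus 3 SD, cut at about 30% in these data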;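 further: inhibitors block probe labeling of enzyme so polarization drops; 0% = enzyme with DMSO and 100% = wells lacking PAFAH2 protein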
# ZTA counter: counter-screen for EBNA-1 inhibitors: inhibitors of Epstein-Barr virus ZTA | inhibition, % at 11 µM | ZTA-DNA binding, fluorescence polarization | P03206 | 320,000 tested, 0.15% active; in the data active means inhibition above about 33%
# PAFAH1B3 inh: PAFAH1B3 enzyme inhibitors, primary screen, biochemical, fluorescence polarization, human | Platelet-activating factor acetylhydrolase IB subunit alpha1 (Homo sapiens), Q15102 | recombinant PAFAH1B3, FP-rhodamine probe | inhibition, % at 3.39 µM | 340,000 tested, 0.28% active | AID 492972, 2010;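 active means inhibition above the screen-wide average of all tested compounds plus 3 SD, cut at about 25% in these data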;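 further: 0% = enzyme with DMSO only and 100% = wells lacking PAFAH1B3 protein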
# PAD4 FP inh: human PAD4 inhibitors, primary screen, biochemical, fluorescence polarization, 1536-well format; AID 485272, 2010; recombinant PAD4, RCA probe fluorescence polarization; Protein-arginine deiminase type-4 (Homo sapiens), Q9UM07; inhibition, % at 6.36 µM; 330,000 tested, 0.41% active;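 active means percent inhibition above a cutoff equal to the mean of all tested compounds plus 3 SD, cut at about 15% in these data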;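 further: 0% = PAD4 with RCA probe and DMSO and 100% = probe without PAD4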
# PREPL inhibitor: PREPL enzyme inhibitors, primary screen, biochemical, fluorescence polarization; Prolyl endopeptidase-like (Homo sapiens), Q4J6C6; recombinant PREPL, fluorescence polarization activity-based probe; inhibition, % at 5.96 µM; 320,000 tested, 0.68% active; in the data active means inhibition above about 43%;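 further: 0% = enzyme with DMSO and 100% = wells lacking enzyme; many of its hits are not listed in these tables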
# Target sequence (Q4J6C6 whole entry, looked up): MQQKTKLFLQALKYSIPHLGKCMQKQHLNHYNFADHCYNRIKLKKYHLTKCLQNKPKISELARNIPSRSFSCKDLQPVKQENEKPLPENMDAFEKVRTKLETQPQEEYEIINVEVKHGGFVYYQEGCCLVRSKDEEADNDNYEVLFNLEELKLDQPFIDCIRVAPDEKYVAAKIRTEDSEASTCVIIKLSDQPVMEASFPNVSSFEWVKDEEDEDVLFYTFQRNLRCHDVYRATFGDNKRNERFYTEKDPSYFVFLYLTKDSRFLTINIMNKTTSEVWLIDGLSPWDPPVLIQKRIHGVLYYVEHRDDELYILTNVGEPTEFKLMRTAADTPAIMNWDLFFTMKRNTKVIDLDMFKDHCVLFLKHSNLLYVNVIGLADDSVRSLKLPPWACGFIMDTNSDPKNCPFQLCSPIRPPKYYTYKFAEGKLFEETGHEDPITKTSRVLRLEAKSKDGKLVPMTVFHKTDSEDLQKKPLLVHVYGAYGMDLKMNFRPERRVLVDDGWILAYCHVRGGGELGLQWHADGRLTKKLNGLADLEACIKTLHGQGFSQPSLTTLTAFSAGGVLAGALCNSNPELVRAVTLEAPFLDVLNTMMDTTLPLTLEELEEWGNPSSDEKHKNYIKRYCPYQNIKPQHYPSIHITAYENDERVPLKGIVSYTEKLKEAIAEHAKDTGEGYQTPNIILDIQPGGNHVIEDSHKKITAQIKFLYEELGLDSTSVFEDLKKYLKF
# GSTO1 inh: inhibitors of recombinant GSTO1, primary screen, counter-screen for RBBP9 inhibitor project, biochemical, fluorescence polarization; 300,000 tested, 1.1% active; activity-based probe fluorescence polarization; inhibition, % at 5.96 µM;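 active means inhibition above the campaign mean inhibition plus 3 SD, cut at about 35% in these data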;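 further: 0% = GSTO1-1 with DMSO and 100% = wells lacking GSTO1-1 enzyme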
# LYPLA2 counter: LYPLA2 inhibitors, primary screen, counter-screen for PME1 inhibitor project, biochemical, fluorescence polarization, FP-Rh probe ABPP | 320,000 tested, 0.38% active | recombinant LYPLA2 | inhibition, % at 5.9 µM | Acyl-protein thioesterase 2 (Homo sapiens), O95372;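 active means inhibition above the screen-wide mean plus 3 SD, limit set per campaign, cut at about 26% in these data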;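 further: 0% = LYPLA2 with DMSO and 100% = wells lacking LYPLA2 enzyme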
# * marks the source's active call; other numbers are inactive results; . = not tested or not shown.
cpd	molecule	EBNA-1 inhibitor	LYPLA1 inh	PAFAH2 FP inh	ZTA counter	PAFAH1B3 inh
1	Cc1ccc(CN2CC(C(=O)OCc3ccccc3Cl)CC2=O)cc1 (stereo not drawn)	-4	2	1	5	9
2	CN(Cc1ccccc1)C(=O)c1ccccc1C(=O)OCC(=O)N(Cc1ccccc1)C(C)(C)C	.	.	6	.	9
3	O=C(c1cccc(NS(=O)(=O)c2ccccc2)c1)N1CCN(c2ccccc2)CC1	-6	3	5	4	6
4	CC(=O)N1N=C(C)CC1c1ccc(OCc2ccccc2)cc1 (stereo not drawn)	1	-1	4	1	1
5	Cc1cc(Cl)ccc1OCC(=O)Nc1ccncc1	-14	2	6	6	2
6	COC(=O)COc1ccc2c(c1)O/C(=C\c1cccc([N+](=O)[O-])c1)C2=O	-2	-1	-5	2	7
7	C/C(=N\NC(=O)c1ccc([N+](=O)[O-])cc1)c1c(O)cc(C)oc1=O	4	4	2	4	3
8	CCCCC(=O)NC(=O)NC(c1ccccc1)c1ccccc1	-8	-2	5	9	0
9	CC(C)CN(C(=O)c1cc(Cl)nc2ccccc12)c1c(N)n(Cc2ccccc2)c(=O)[nH]c1=O	6	7	-6	-3	1
10	C=CCSc1nc(C)c(Cc2cccc3ccccc23)c(=O)[nH]1	-6	0	-4	-27	1
11	CCOC(=O)N1CCN(C(=O)Cn2ncc3c2-c2ccccc2OC3)CC1	-12	-2	0	-7	13
12	O=C1CSC(=S)N1N=C1CCCCCC1	-5	-4	-3	-3	-5

cpd	PAD4 FP inh	PREPL inhibitor	GSTO1 inh	LYPLA2 counter
1	-1	-25	-3	4
2	0	18	.	.
3	-1	10	-6	6
4	-1	-1	6	8
5	0	1	-7	4
6	-1	9	1	0
7	-3	8	9	1
8	3	5	-12	-2
9	-3	15	-6	3
10	-7	-13	-9	-4
11	-3	3	1	1
12	-13	-5	-9	-1

# Among those listed so far, 2 have a nitro group on carbon:
cpd	molecule	EBNA-1 inhibitor	LYPLA1 inh	PAFAH2 FP inh	ZTA counter	PAFAH1B3 inh
6	COC(=O)COc1ccc2c(c1)O/C(=C\c1cccc([N+](=O)[O-])c1)C2=O	-2	-1	-5	2	7
7	C/C(=N\NC(=O)c1ccc([N+](=O)[O-])cc1)c1c(O)cc(C)oc1=O	4	4	2	4	3

cpd	PAD4 FP inh	PREPL inhibitor	GSTO1 inh	LYPLA2 counter
6	-1	9	1	0
7	-3	8	9	1

# Next part.
cpd	molecule	EBNA-1 inhibitor	LYPLA1 inh	PAFAH2 FP inh	ZTA counter	PAFAH1B3 inh
13	Cc1nn2c(COc3ccc(NC(=O)c4ccccc4)cc3)nnc2c2ccccc12	-2	-1	1	3	4
14	Cc1nc2c([nH]1)C1(CCN(Cc3ccccc3)CC1)C(C#N)=C(N)O2	4	3	16	-13	14
15	CCOc1ccc(NC(=S)Nc2cccc3ccccc23)cc1	7	1	0	-1	-2
16	O=C(NNC(=O)c1ccc(F)cc1F)c1ccc(-n2cnnn2)cc1	4	5	-6	-11	8
17	Cc1ccc(NC(=S)NCc2ccco2)c(C)c1	-2	2	-1	3	4
18	N#Cc1nc(-c2ccc(OCc3ccc(Cl)cc3)cc2)oc1N1CCOCC1	7	2	-3	-18	11
19	CNCc1cc(Br)c(OCC(=O)Nc2ccccc2OC)c(OC)c1	-8	4	4	-11	6
20	Cc1cccc(NC(=S)N/N=C2\CC(C)(C)Oc3ccc(O)cc32)c1	0	-6	10	-16	10
21	O=[N+]([O-])c1ccc(N2CCN(S(=O)(=O)c3ccccc3)CC2)cc1NCc1cccnc1	-6	-3	11	-35	0
22	COc1cc(C2C(C#N)=C(N)OC3=C2C(=O)CCC3)c([N+](=O)[O-])cc1OC (stereo not drawn)	-4	-9	26	0	27*
23	Cc1c(C)[n+](=O)c(-c2ccc(F)cc2)c(C)n1[O-]	9	-3	6	12	10
24	CCCc1nnc(NC(=O)COc2ccc3c(c2)OCO3)s1	10	12	5	-3	0

cpd	PAD4 FP inh	PREPL inhibitor	GSTO1 inh	LYPLA2 counter
13	-6	1	0	1
14	1	6	2	9
15	-1	10	3	1
16	1	1	-1	-2
17	-1	-6	-7	1
18	1	11	4	3
19	-3	-13	10	4
20	-2	15	-1	3
21	-4	2	-1	4
22	-6	20	38*	-2
23	-3	8	-2	4
24	1	2	-5	5

# Further entries
cpd	molecule	EBNA-1 inhibitor	LYPLA1 inh	PAFAH2 FP inh	ZTA counter	PAFAH1B3 inh
25	Cc1cccc2[nH]c3c(N4CCC5(CC4)OCCO5)ncnc3c12	-9	-2	3	16	8
26	Cc1c(C(=O)Nc2cccc3cccnc23)oc2ccccc12	4	-1	4	-9	6
27	CCCCCc1cc(=O)oc2c(C(CCN3CCCCC3)c3ccc4c(c3)OCO4)c(OC)cc(OC)c12 (stereo not drawn)	5	-2	1	7	-15
28	CC1CSc2n(-c3cccc(C(F)(F)F)c3)cc(-c3ccccc3)[n+]21 (stereo not drawn)	9	0	-3	15	5
29	CCn1cc2c(c1-c1cccc(C)c1)c(=O)n(C)c(=O)n2C	2	-2	-7	16	7
30	Cc1nn(CC(=O)NCCCN2CC(C)CC(C)C2)c(=O)c2cccn12 (stereo not drawn)	5	5	2	-3	2
31	C[C@H](CO)N1C[C@H](C)[C@@H](CN(C)C(=O)NC2CCCCC2)Oc2ccc(NS(=O)(=O)c3cccs3)cc2C1=O	.	.	2	.	10
32	CCOC(=O)N1CCN(C(=O)CS(=O)(=O)c2cn(Cc3cccc(F)c3)c3ccccc23)CC1	-9	1	-1	2	-1
33	CCOC(=O)N1CCN(CC(c2ccccc2)c2ccccc2)CC1	-10	-2	2	-6	4
34	Cc1ccc(OCc2nc3ccccc3[nH]2)cc1	4	2	-4	-5	-1
35	O=C(COc1ccc2c3c(c(=O)oc2c1)CCCC3)N1C[C@H]2C[C@@H](C1)c1cccc(=O)n1C2	9	-1	-1	0	5
36	COc1ccc(S(=O)(=O)NCC(c2ccc3c(c2)OCO3)N2CCN(C)CC2)cc1OC (stereo not drawn)	6	-1	0	13	-3

cpd	PAD4 FP inh	PREPL inhibitor	GSTO1 inh	LYPLA2 counter
25	-2	12	4	-1
26	-1	3	1	-1
27	-1	9	2	6
28	-3	-2	14	2
29	-5	-3	4	-1
30	1	8	-5	9
31	3	13	.	.
32	-4	-3	-1	2
33	4	13	0	3
34	-5	-7	0	2
35	2	-7	-3	2
36	-1	-12	14	6

# Remaining list, next part.
cpd	molecule	EBNA-1 inhibitor	LYPLA1 inh	PAFAH2 FP inh	ZTA counter	PAFAH1B3 inh
37	N#Cc1cnc2nc(SCc3ccccc3)nn2c1	2	2	5	5	7
38	CSC1=C(C#N)C(c2ccc(C)s2)CC(=O)N1 (stereo not drawn)	3	-4	-6	-5	-1
39	CN(Cc1cccc(F)c1)C(=O)Cc1ccc(S(=O)(=O)N2CCOCC2)s1	-13	-2	1	2	6
40	CCN(CC(=O)Nc1ccc(NC(C)=O)cc1)C(=O)/C=C/c1cccs1	7	3	-8	4	4
41	Cn1ncc([N+](=O)[O-])c1C(=O)Nc1ccc2c(c1)OCCO2	1	-3	-6	9	-1
42	CCOc1ccccc1NC(=O)C(Sc1nnnn1C)c1ccccc1 (stereo not drawn)	2	3	0	10	5
43	Cc1ccc(NS(=O)(=O)c2cccc(C(=O)NCC(c3cccs3)N(C)C)c2)cc1 (stereo not drawn)	11	-2	0	-8	8
44	C[C@H](CO)N1C[C@H](C)[C@@H](CN(C)Cc2ccc(Cl)c(Cl)c2)Oc2c(NS(=O)(=O)c3cccs3)cccc2C1=O	.	.	8	.	-6
45	NC(=O)NC(=O)CN1C(=O)NC(c2ccccc2)(c2ccccc2)C1=O	-4	0	8	-2	6
46	COc1cc(/C=C2\CCC(C3CCCC3)C2=O)cc(OC)c1OC (stereo not drawn)	7	-1	6	-1	-1
47	O=C1N[C@@H](Cc2ccccc2)COC(=O)[C@@H](Cc2ccc(F)cc2)C/C=C\C[C@@H]1CC(=O)N(CCO)Cc1ccccc1	.	.	1	.	-2
48	CCCCNC(=O)c1onc(CSc2cccc(OC)c2)c1C(=O)O	9	-1	17	-3	3

cpd	PAD4 FP inh	PREPL inhibitor	GSTO1 inh	LYPLA2 counter
37	4	4	2	3
38	0	7	2	9
39	0	-3	2	-2
40	-5	7	5	0
41	-2	15	0	-5
42	-2	-10	-3	1
43	0	-9	13	-2
44	1	29	.	.
45	2	-14	0	-5
46	-1	3	0	12
47	-1	42	.	.
48	-2	-11	-49	-1

# Entries from the list above that contain an aryl thioether with sulfur outside any ring:
cpd	molecule	EBNA-1 inhibitor	LYPLA1 inh	PAFAH2 FP inh	ZTA counter	PAFAH1B3 inh
10	C=CCSc1nc(C)c(Cc2cccc3ccccc23)c(=O)[nH]1	-6	0	-4	-27	1
37	N#Cc1cnc2nc(SCc3ccccc3)nn2c1	2	2	5	5	7
42	CCOc1ccccc1NC(=O)C(Sc1nnnn1C)c1ccccc1 (stereo not drawn)	2	3	0	10	5
48	CCCCNC(=O)c1onc(CSc2cccc(OC)c2)c1C(=O)O	9	-1	17	-3	3

cpd	PAD4 FP inh	PREPL inhibitor	GSTO1 inh	LYPLA2 counter
10	-7	-13	-9	-4
37	4	4	2	3
42	-2	-10	-3	1
48	-2	-11	-49	-1

# Next entries follow:
cpd	molecule	EBNA-1 inhibitor	LYPLA1 inh	PAFAH2 FP inh	ZTA counter	PAFAH1B3 inh
49	CC(=O)NCC1CCCN(C(=O)c2ccc(OC3CCN(Cc4ccccn4)CC3)cc2)C1 (stereo not drawn)	-8	-1	0	4	4
50	CSc1ccccc1C(=O)C1CCCN(C(=O)c2csnn2)C1 (stereo not drawn)	-4	3	5	1	3
51	Cc1nonc1NC(=O)CSc1nc(C2CCCCC2)nc2ccccc12	0	-1	-3	-28	-2
52	Cc1cc(C(=O)COC(=O)Cc2ccc(Cl)cc2)c(C)n1C	.	.	2	.	8
53	COc1ccc(S(N)(=O)=O)cc1C(=O)OCCCC(=O)c1ccccc1	.	-5	1	3	-1
54	Cc1noc(C)c1COC(=O)c1cccc(S(=O)(=O)N2c3ccccc3CC2C)c1 (stereo not drawn)	8	0	6	17	5
55	CCCC(=O)C1=C(N2CCCCC2)CC(C)(C)C(C(=O)OC)C1=O (stereo not drawn)	-1	0	4	3	9
56	N/C(=N\O)c1ccccc1N1CCCCC1	-1	-1	-2	-21	-1
57	CC1CCC/C(=N/NC(=O)c2ccccc2-n2cccc2)C1 (stereo not drawn)	-6	-2	8	-16	5
58	O=C(CCc1ccccc1)N=C1SC2CS(=O)(=O)CC2N1c1ccc(F)cc1 (stereo not drawn)	2	3	-2	6	7
59	O=C(NC(=S)N1CCc2ccccc21)c1ccccc1Cl	-1	1	4	0	11
60	COc1ccc(N(CC(=O)Nc2cccc(C)c2)S(=O)(=O)c2ccc(C)cc2)cc1OC	21	-3	-5	10	5

cpd	PAD4 FP inh	PREPL inhibitor	GSTO1 inh	LYPLA2 counter
49	-1	17	3	0
50	-2	-3	4	2
51	13	-5	-35	2
52	1	15	.	.
53	-2	-4	.	-3
54	-2	-10	-5	-3
55	-2	-5	13	-2
56	3	-1	12	-4
57	1	-13	-1	-8
58	9	21	4	1
59	-6	-4	-1	2
60	0	-26	-6	-5

# These rows are one share of the data (hit frequency here may not be typical).
